TRPC4 agonist – activators of mouse TRPC4 channel; Q9QUQ5; HEK293 TRPC4beta/mu-opioid, Fluo4 calcium fluorescence; active compounds read high; B-score at 10 µM; 310,000 tested, 0.49% active;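 active = B-score above 5 SD of library B-scores, and initial fluorescence ratio not above library mean plus 5 SD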;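 also: positive B-score marks a calcium rise read as TRPC4 activation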
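Assay system: HEK293 stable line with TRPC4beta plus mu-opioid receptor. Times: dye 45 min RT, read 110 s. Measured by: kinetic Fluo4 calcium fluorescence. Measure: B score of integrated ratio. Controls: assay buffer as low control, maximal DAMGO as high control.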
TRPC4 PAM – allosterically enhances the mouse TRPC4 cation channel; AID 2227; HEK293 TRPC4beta/mu-opioid, DAMGO EC20, Fluo-4 Ca2+ flux; active compounds read high; 310,000 tested, 0.42% active; B-score at 10 µM;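 active = B-score of calcium response area above 5 SD of library B-scores, with initial fluorescence ratio within 5 SD of library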;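 also: B-score of integrated fluorescence ratio over time as area under calcium response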
MrgX1 allo act – human MrgX1 positive allosteric modulation, primary screen. B-score at 10 µM. AID 588675. MrgX1-HEK293, Fluo-4 calcium flux, FDSS; active compounds read high. 310,000 tested, 0.63% active. Q96LB2;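 active = plate-corrected calcium response at least 3 library SD above typical, normal starting fluorescence, not activating the receptor alone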;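 also: compound read alongside a low EC10 to EC30 dose of BAM8-22 agonist; peak minus trough fluorescence over baseline measured at the second addition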
Target sequence (Q96LB2 whole entry, looked up): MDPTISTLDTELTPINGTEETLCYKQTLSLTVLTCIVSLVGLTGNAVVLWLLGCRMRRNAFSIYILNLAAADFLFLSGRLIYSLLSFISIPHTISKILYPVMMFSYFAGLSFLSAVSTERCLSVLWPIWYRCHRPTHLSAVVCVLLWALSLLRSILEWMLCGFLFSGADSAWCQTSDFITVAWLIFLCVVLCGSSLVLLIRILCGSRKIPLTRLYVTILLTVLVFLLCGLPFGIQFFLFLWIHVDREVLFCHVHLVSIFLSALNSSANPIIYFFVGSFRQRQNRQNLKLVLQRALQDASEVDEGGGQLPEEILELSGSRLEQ
PolyA inh – yeast polyadenylation inhibition. S. cerevisiae SKY197-pL101 polyadenylation reporter, beta-gal luminescence; efflux-impaired pdr1/pdr3 knockout yeast; score 100 = 6 SD above DMSO. calls only at 12 µM. 300,000 tested, 0.02% active;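 active = lowest replicate activity score at least 50, where 100 means six control SD above control mean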;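 also: yeast exposed to compound for 9 h at 30 °C; higher score means more reporter readthrough which indicates perturbed polyadenylation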
MrgX1 agonist – human MrgX1 receptor agonism, primary screen. 310,000 tested, 0.44% active. B-score at 10 µM. MrgX1-HEK293 cells, Fluo-4 calcium fluorescence, agonist mode; active compounds read high. AID 588627;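 active = calcium response B-score plate-corrected fluorescence ratio at least 3 library SD, with starting fluorescence B-score inside 5 SD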
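Material: HEK293 cells stably expressing human MrgX1 receptor | Quantity: 15,000 cells per well | Times: Cells plated overnight, dye loaded 0.5 h 37 °C, 0.5 h room temperature | Measured by: Kinetic Fluo-4 NW fluorescence of intracellular calcium | Control set: Positive and negative controls per plate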
TRPC6 inh – blocks the mouse TRPC6 cation channel; HEK293-TRPC6, membrane potential dye, ACh-evoked depolarization; active compounds read low; B-score at 10 µM; 310,000 tested, 1.1% active; AID 2553;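 active = B-score under library mean minus 3 SD, initial fluorescence not abnormally high, positive integrated signal ratio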;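 also: B-score derived from integrated fluorescence ratio over the kinetic read; more negative B-score means stronger inhibition of depolarization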
AI-2 QS modul – Vibrio harveyi AI-2 quorum sensing modulation | Vibrio harveyi JMH597 AI-2 luminescence/OD600 ratio, 9 h; active compounds read low; strain lacks LuxN and CqsS sensors; 0 = neutral-control median | activity change, % at 7.5 µM | 300,000 tested, 0.4% active | AID 2094; in the data active = activity change below about -75%, passing the limit was not always enough;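 also: luminescence divided by OD600 gain over 9 h not by final OD600 alone; inactives centre near 13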
TRPC4 block – inhibitors of mouse TRPC4 channel; Q9QUQ5; HEK293 TRPC4beta/mu-opioid, DAMGO-evoked Fluo4 calcium flux; active compounds read low; B-score at 10 µM; 300,000 tested, 0.39% active;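 active = B-score over 3 SD under the library average, no early fluorescence shift, positive overall ratio signal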
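Assay system: Stable TRPC4beta/mu-opioid receptor HEK293 cells | Reagent: DAMGO in two steps, submaximal then maximal | Compound dosing: Single concentration per test compound | Signal: Fluo4 Ca2+ flux fluorescence | Evaluation: Per-well B score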
TRPC6 activator – activates the mouse TRPC6 cation channel | HEK293-TRPC6 membrane potential dye fluorescence; active compounds read high | B-score at 10 µM | 310,000 tested, 0.13% active;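 active = B-score of the integrated fluorescence ratio above library mean plus 3 SD, and starting fluorescence ratio within library mean plus 5 SD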;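 also: higher score means more depolarization so channel activation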
HIF activator – HIF pathway transcriptional activation. U2OS HRE-luciferase reporter, luminescence; normalized: DMSO 0%, desferrioxamine 100%. activation, % at 7.5 µM (by protocol). 300,000 tested, 0.32% active. AID 1910;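 active = mean activation of at least 10% of the iron chelator positive control signal, with at least half of replicates also reaching 10%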
MrgX1 antagonist – antagonists of human MrgX1 receptor; MRGX1-HEK293 calcium flux, Fluo-4, BAM8-22 antagonism; active compounds read low; AID 588676; Q96LB2; 310,000 tested, 1.3% active; B-score at 10 µM;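 active = calcium-response B-score plate-corrected more than 3 library SD below zero, starting fluorescence within 5 deviations, no agonist response on first addition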;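 also: peak minus trough fluorescence over baseline after final BAM8-22 challenge near maximal dose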
Numbers without * were called inactive; i = inactive; . = not tested or not shown.

SMILES	TRPC4 agonist	TRPC4 PAM	MrgX1 allo act	PolyA inh	MrgX1 agonist	TRPC6 inh	AI-2 QS modul	TRPC4 block	TRPC6 activator	HIF activator	MrgX1 antagonist
COc1ccc(C(=O)N2CCC3(CC2)NCCc2[nH]cnc23)cc1	i	i	i	i	i	i	31	i	i	-0.3	i
Cn1nnnc1SCc1ccc(F)cc1	i	i	i	i	i	i	7	i	i	-0.6	i
CCOc1ccccc1NC(=O)CCNC(=O)c1ccc(Cl)cc1	i	i	i	.	i	i	9	i	i	.	i
CCOC(=O)Cn1nc(-c2ccc(Cl)cc2)cc1N	i	i	i	i	i	i	37	i	i	0.4	i
COc1ccc(OC)c(/C(O)=C/C(=O)C(=O)Nc2ccccc2OC)c1	i	i	i	i	i	i	23	i	i	-0.5	i
Nc1nc(SCC(=O)Nc2ccccc2)nc2nc3c(cc12)CCCC3	i	i	i	i	i	i	23	i	i	1.4	i
COc1ccc(CCNC(=O)CSc2nc(N)c3c(C)c(C)oc3n2)cc1OC	i	i	i	i	i	i	13	i	i	-0.3	i
CN(C(=S)NC(=O)c1ccccc1)c1c(N)n(Cc2ccccc2)c(=O)[nH]c1=O	i	i	i	i	i	i	14	i	i	-0.1	i
Cc1ccc(CN2CCN(C/C=C/c3ccc(F)cc3)CC2CCO)o1 (configuration not stated)	i	i	i	i	i	i	19	i	i	0.0	i
CCN(CC)S(=O)(=O)c1ccc(S(=O)(=O)NCC2CCCO2)cc1 (configuration not stated)	i	i	i	i	i	i	15	i	i	-0.7	i
CC(C)[C@H](NC(=O)N1CCn2c1nc1ccccc12)C(=O)N[C@H](C(=O)O)c1ccccc1	i	i	i	i	i	i	-3	i	i	0.1	i
c1ccc2oc(SCc3cn4ccccc4n3)nc2c1	i	i	i	i	i	i	-78*	i	i	1.7	i
NC(=O)c1ccccc1NC(=O)C1CCCO1 (configuration not stated)	i	i	i	i	i	i	30	i	i	0.5	i
CCCCNC(=O)NC(C(=O)OC)C12CC3CC(CC(C3)C1)C2 (configuration not stated)	i	i	i	i	i	i	-14	i	i	0.3	i
O=C(CCN1C(=O)C2C3C=CC(C3)C2C1=O)NC1CCCCC1 (configuration not stated)	i	i	i	i	i	i	2	i	i	0.3	i
Cn1c(CSCc2ccc(Cl)c(Cl)c2)nnc1SCC(=O)Nc1nccs1	i	i	i	i	i	i	11	i	i	-0.1	i
CC(C)(C)NC(=O)C1CCN(C(=O)c2ccco2)CC1	i	i	i	i	i	i	25	i	i	-0.3	i
Cc1ccc(-c2nc3ccccc3s2)cc1NC(=O)c1cc(-n2cnnc2)ccc1Cl	i	i	i	i	i	i	-3	i	i	1.3	i
CC1Cc2ccccc2N1S(=O)(=O)c1cccc(C(=O)Nc2cccnc2)c1 (configuration not stated)	i	i	i	i	i	i	20	i	i	0.2	-4.6*
Cc1c(C(O)CN2CCC(C(N)=O)CC2)c2ccccc2n1C (configuration not stated)	i	i	i	i	i	i	8	i	i	-0.2	i
O=C(Nc1cccc2ccccc12)N1CCN(Cc2ccc3c(c2)OCO3)CC1	i	i	i	i	i	i	7	i	i	-0.7	i
CCOC(=O)CC(NC(=O)c1ccccc1F)c1ccc(C)cc1 (configuration not stated)	i	i	i	i	i	i	20	i	i	0.5	i
O=C(COC(=O)CCc1ccc(S(=O)(=O)N2CCOCC2)cc1)NCc1ccccc1	i	i	6.8*	i	i	i	19	i	i	-0.6	i
CN(CC(=O)Nc1ccc(F)cc1)C(=O)COC(=O)c1ccccc1	i	106*	i	i	i	i	19	i	i	0.0	i
COc1ccccc1C(=O)Nc1c2c(nn1-c1cccc(C)c1C)CS(=O)(=O)C2	i	i	i	i	i	i	16	i	i	-0.8	i
CCOC(=O)c1sc(NC(=O)C(C)(C)C)cc1C	i	i	i	i	i	i	8	i	i	2.7	i
CCOc1ccc(S(=O)(=O)N2CCCCC2)c(C)c1C	i	14*	.	i	.	i	14	i	i	-1.0	.
Cn1c(=O)n(CCc2ccccc2)c2ccccc21	i	i	i	i	i	i	-10	i	i	-0.2	i
CSCC[C@H](NC(=O)Nc1ccc(C)cc1C)C(=O)O	i	i	i	i	i	i	26	i	i	-0.2	i
COc1cccc(C(=O)Nc2ccc(NC(=O)C(C)(C)C)cn2)c1	i	i	i	i	i	i	15	i	i	-2.0	i
O=C(/C=C/c1ccccc1Cl)Nc1ccc2c(c1)C(=O)NC2=O	i	i	i	i	i	i	14	i	i	0.2	i
Cc1cccc(CN2CCC(Oc3ccc(C(=O)N4CCCC4)cc3)CC2)n1	i	i	i	i	i	i	15	i	i	-0.2	i
CCOCCn1c(COc2ccccc2)nc2ccccc21	i	i	i	i	i	i	4	i	i	0.5	i
CCCn1c(=O)c(C(=O)N/N=C/c2ccc(F)cc2)c(O)c2ccccc21	i	i	i	i	i	i	-3	i	i	-0.6	i
CCCC(C(=O)NC1CCCC1)N(Cc1cccs1)C(=O)c1snc(C(N)=O)c1N (configuration not stated)	i	i	i	i	i	i	8	i	i	-0.5	i
Cc1ccc(N(C)S(=O)(=O)c2c[nH]c3ccc([N+](=O)[O-])cc23)cc1	i	i	i	i	i	i	-2	i	i	0.4	i

Part of the list above in order of molecular weight, smallest number first:
SMILES	TRPC4 agonist	TRPC4 PAM	MrgX1 allo act	PolyA inh	MrgX1 agonist	TRPC6 inh	AI-2 QS modul	TRPC4 block	TRPC6 activator	HIF activator	MrgX1 antagonist
CCOCCn1c(COc2ccccc2)nc2ccccc21	i	i	i	i	i	i	4	i	i	0.5	i
COc1cccc(C(=O)Nc2ccc(NC(=O)C(C)(C)C)cn2)c1	i	i	i	i	i	i	15	i	i	-2.0	i
Cc1ccc(N(C)S(=O)(=O)c2c[nH]c3ccc([N+](=O)[O-])cc23)cc1	i	i	i	i	i	i	-2	i	i	0.4	i

Continuation:
SMILES	TRPC4 agonist	TRPC4 PAM	MrgX1 allo act	PolyA inh	MrgX1 agonist	TRPC6 inh	AI-2 QS modul	TRPC4 block	TRPC6 activator	HIF activator	MrgX1 antagonist
C(=C\c1ccco1)/c1nc2ccccc2[nH]1	i	i	i	i	i	i	8	i	i	1.4	i
CCOc1ccc(C(=O)N(CN2CCCC2=O)c2cccc(Cl)c2)cc1	i	i	i	i	i	i	13	i	i	-0.4	i
O=C(CN1C(=O)C2CCCCC2C1=O)OCn1nnc2ccccc2c1=O (configuration not stated)	i	i	i	i	i	i	29	i	i	-0.2	i
CS(=O)(=O)CCC(C(=O)O)N1C(=O)c2ccc(Oc3ccc(Cl)cc3)cc2C1=O (configuration not stated)	i	i	i	i	i	i	24	i	i	0.5	i
Cc1ccccc1CN1C(=O)c2ccccc2S(=O)c2ccc(C(=O)NCCCN3CCOCC3)cc21 (configuration not stated)	i	i	i	i	i	i	-9	i	i	-0.7	i
Cc1ccc2[nH]c3c(=S)nc[nH]c3c2c1	i	i	i	i	i	i	6	i	i	1.7	i
CC(C)(C(N)=O)c1ccccc1	i	i	i	i	i	i	21	i	i	0.9	i
C#CCNC(=O)C1=C[C@H](c2ccc(C#C)cc2)C[C@H](OCc2ccc(CO)cc2)O1	i	i	i	i	i	i	15	i	i	0.2	i
COC(C[C@@H](O)[C@H](C)[C@@H](O)COCc1ccccc1)OC	i	i	.	i	.	i	3	i	i	0.0	.
O=c1[nH]c(SCCN2CCOCC2)nc(O)c1-c1ccccc1	i	i	i	i	i	i	43	i	i	-0.5	i
CCOc1ccc(CN2CCNC(=O)C2CC(=O)NCc2ccccn2)cc1 (configuration not stated)	i	i	i	i	i	i	11	i	i	-0.3	i
O=C(NCCC1=CCCCC1)C(=O)NCCc1ccc(Cl)cc1	i	i	i	i	i	i	11	i	i	-1.0	i
Cc1cn2c(nc1=O)OC1C(O)C(COC(=O)c3ccccc3)OC12 (configuration not stated)	i	i	i	i	i	i	32	i	i	.	i
O=C(Nc1cc(Cl)ccc1N1CCOCC1)c1cc2ccccc2o1	i	i	i	i	i	i	3	i	i	0.1	i
CN(C)N1C(N)=C(C#N)C(c2ccsc2)C2=C1CCCC2=O (configuration not stated)	i	i	i	i	i	i	31	i	i	-0.5	i
CC(Sc1nnc(Nc2ccccc2)s1)C(=O)Nc1nc(-c2ccccc2)cs1 (configuration not stated)	i	i	i	i	i	i	8	i	i	0.4	i
COCc1cc(CNC(=O)C2CCC(=O)N(Cc3cccc(OC)c3)C2)[nH]n1 (configuration not stated)	i	i	.	i	.	i	-2	i	i	0.2	.
COC(=O)c1ccc(/C=N/NC(=O)C(=O)N2CCCCCC2)cc1	i	i	i	i	i	i	21	i	i	-0.4	i
CCOC(=O)c1sc(-c2ccc(Br)cc2)cc1N	i	i	i	i	i	i	2	i	i	3.6	i
CC1=NN(c2ccc(Br)cc2)C(=O)/C1=C/c1ccc(-c2ccccc2C(=O)O)o1	i	i	9.3*	i	i	i	-4	i	i	-0.9	i
O=C1CCC(/C=C/c2ccccc2)=NN1	i	i	i	i	i	i	3	i	i	-0.8	i
CC1CCCN(C(=O)C2(NC(=O)Nc3cccc(F)c3)CCCCC2)C1 (configuration not stated)	i	i	i	i	i	i	24	i	i	-0.8	i
Cc1cccc(C)c1OCCn1nnc2ccccc21	i	i	i	i	i	i	5	i	i	-1.3	i
O=C(Nc1nc(=O)c2ccccc2s1)c1ccc(F)cc1	i	i	i	i	i	i	25	i	i	1.2	i
COc1ccc(-c2ccc(NS(=O)(=O)c3ccc([N+](=O)[O-])cc3)cc2)nn1	i	i	i	i	i	i	26	i	i	0.6	i
COc1ccc(CCNC(=O)c2ccc([N+](=O)[O-])cc2)cc1	i	i	i	i	i	i	11	i	i	0.1	i
O=C(Cn1nnc(-c2ccccc2)n1)Nc1ccccc1N1CCOCC1	i	i	i	i	i	i	9	i	i	0.0	i
Cc1ccc(S(=O)(=O)N2CCCCC2)cc1NC(=O)CCOc1ccccc1	i	i	i	i	i	i	17	i	i	-0.8	i
COC(=O)c1c(C(=O)OC)c(-c2ccccc2)n2c1CS(=O)(=O)C2	i	i	i	i	i	i	11	i	i	-0.1	i
CC1(C)Cc2ccccc2C(Nn2cnnc2)=N1	i	i	i	i	i	i	13	i	i	-0.4	i
Cc1cc(C)nc(SCC(=O)NC2=NN=C(c3ccc(Br)cc3)CS2)n1	i	i	i	i	i	i	32	i	i	-0.1	i

Assay outcomes as filed in PubChem BioAssay.

An excerpt; count on the stated rates, not on these rows.
